Bioassay records (PubChem BioAssay)
ALOX12 inh = blocks human arachidonate 12S-lipoxygenase | P18054 | purified 12hLO, xylenol orange hydroperoxide absorbance | Potency, µM (series often up to 108 µM), without a hit: at the top dose activity change, negative = inhibition, actives largely listed as inhibitors | hit rate 1.1% among 580,000 | AID 1671190; active means well fitted inhibition curve with a large enough effect; inconclusive means small, poorly fitted or top-dose-only effect, or another doubt; inactive means no such curve, though single readings can be large or run the other way
Target sequence (P18054 whole entry, looked up): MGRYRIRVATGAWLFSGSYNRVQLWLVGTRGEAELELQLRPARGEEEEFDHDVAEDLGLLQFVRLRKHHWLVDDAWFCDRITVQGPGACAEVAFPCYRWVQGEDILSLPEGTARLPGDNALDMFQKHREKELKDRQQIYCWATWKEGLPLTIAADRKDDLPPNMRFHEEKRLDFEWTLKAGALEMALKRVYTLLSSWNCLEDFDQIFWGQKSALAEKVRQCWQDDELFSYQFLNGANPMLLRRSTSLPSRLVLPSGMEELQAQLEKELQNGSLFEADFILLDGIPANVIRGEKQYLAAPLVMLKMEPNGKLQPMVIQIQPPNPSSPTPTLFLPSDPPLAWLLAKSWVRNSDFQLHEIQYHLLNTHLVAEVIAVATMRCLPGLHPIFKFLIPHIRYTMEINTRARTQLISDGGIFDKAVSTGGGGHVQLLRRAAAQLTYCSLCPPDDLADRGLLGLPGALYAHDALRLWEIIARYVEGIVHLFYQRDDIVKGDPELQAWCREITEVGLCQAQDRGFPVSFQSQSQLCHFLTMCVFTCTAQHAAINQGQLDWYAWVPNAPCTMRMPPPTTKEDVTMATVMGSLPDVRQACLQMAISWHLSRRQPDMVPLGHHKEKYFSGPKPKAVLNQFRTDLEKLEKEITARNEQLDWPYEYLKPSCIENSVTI
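Hydroperoxide product was detected by ferrous iron/xylenol orange as the 573 to 405 nm absorbance ratio. Arachidonic acid at 40 uM (final) was turned over for 30 min at room temperature by 150 nM human 12hLO, pH 7.0 Hepes buffer, after 15 min compound preincubation.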
* hit, by the source's call; ? = inconclusive; [ ] = another dose, or the depositor's remark. On the % scale 0 is the no-effect control and ±100 the full control effect; potency means the concentration at half of the fitted maximal effect. These rows are one share of the data; count on the stated rates, not on these rows.

mol	ALOX12 inh
Cc1[nH]c(C(=O)O)c(C)c1C#N	-55%
OCCCNCc1cc2ccc(F)cc2nc1N1CCN(c2cccc(Cl)c2)CC1	?
COCc1cc(C)nc2sc3c(c12)NCN(c1ccccc1)C3=O	-9%
Cn1c(=O)[nH]c(=O)c2c1nc(N1CCN(CC(N)=O)CC1)n2Cc1ccc(Cl)cc1Cl	5%
Cn1nc(C(=O)N2C[C@@H](Oc3ccccc3)C[C@H]2C(=O)N2CCOCC2)c2ccccc21	14%
CCn1nc(C(=O)Nc2ccnn2C2CCN(C)CC2)c2ccccc2c1=O	-4%
O=C(c1ccc(Cl)s1)N1CCC2(COc3ncccc3S(=O)(=O)N2)C1 (stereo not drawn)	4%[6.33 µM]
O=C(NCC(c1cccs1)N1CCCCCC1)c1cc(=O)c2cc(Cl)ccc2o1 (stereo not drawn)	24%
Cc1ccc(NC(=O)N2CCC(CC(=O)NCc3ccccc3)C2)cc1C (stereo not drawn)	31%
CCc1nc2cc(C(=O)NCC3CCS(=O)(=O)C3)cc(NC(=O)c3ccccc3OC)c2n1C (stereo not drawn)	-2%
CC1CCC2C(C)C3C(CC4[C@@H]5CC=C6C[C@@H](O)CC[C@]6(C)C5CC[C@]34C)N2C1 (stereo partly drawn)	8%
CCCC(=O)OC[C@H]1CN(C2CCCC2)S(=O)(=O)c2c(Oc3ccccc3)cccc2O1	6%

Going on with the list:
mol	ALOX12 inh
OC(c1cccc(C(F)(F)F)c1)c1nc(Nc2ccc(F)cc2)n[nH]1 (stereo not drawn)	4%[176 µM]
COc1c(CNC2CCN(Cc3ccccc3)C2)c(C)nn1C (stereo not drawn)	-3%
COCCc1noc(CC2CCOC3(CCN(C(=O)Nc4ccc5c(c4)OCCO5)CC3)C2)n1 (stereo not drawn)	16%
COC(=O)[C@H](C(C)C)N1Cc2nnn(Cc3ccc(C)cc3)c2-c2ccccc2S1(=O)=O	7%
CCCN(CC1CCOC1)C(=O)NCCC(C)C (stereo not drawn)	21%
Cc1ccc(-c2nc(CS(=O)(=O)CC(=O)N3CCN(c4cc(C)ccc4C)CC3)c(C)o2)cc1	0%
CSCc1noc(Cn2nc(C)c3ccccc3c2=O)n1	20%
O=[N+]([O-])c1cc(N=Cc2cccnc2)cc2ccc3ccccc3c12	5%
Cc1ccc(NC(=O)N2CCC(CCNC(=O)Cc3cccc(F)c3)CC2)cc1F	36%[activator]
O=S(=O)(Nc1nc2ccccc2nc1N1CCN(c2ccccc2)CC1)c1ccccc1	-26%
O=C(O)C(c1c[nH]c2ccc(OCc3ccccc3)cc12)N1CCN(CC(=O)N2CCOCC2)CC1 (stereo not drawn)	?
Cc1ccc(S(=O)(=O)N2CCN(CCNC(=O)c3ccccc3)CC2)cc1	?

Sorted by the number under ALOX12 inh (low to high): some entries from above.
mol	ALOX12 inh
COc1c(CNC2CCN(Cc3ccccc3)C2)c(C)nn1C (stereo not drawn)	-3%
O=[N+]([O-])c1cc(N=Cc2cccnc2)cc2ccc3ccccc3c12	5%
COCCc1noc(CC2CCOC3(CCN(C(=O)Nc4ccc5c(c4)OCCO5)CC3)C2)n1 (stereo not drawn)	16%
CSCc1noc(Cn2nc(C)c3ccccc3c2=O)n1	20%
CCCN(CC1CCOC1)C(=O)NCCC(C)C (stereo not drawn)	21%

More results follow.
mol	ALOX12 inh
O=C(NC1CC1)c1cc(C2CC2)nc2onc(C3CCNCC3)c12	5%[6.33 µM]
C=CCN(CC=C)Cc1ccc(OCc2ccccc2)c(OC)c1	-51%
COc1cccc(NC(=O)c2ccnc(-c3nnc4ccc(N(C)C)nn34)c2)c1	23%[176 µM]
COc1ccc(C(=O)N2CC[C@H](CO)[C@H](NC(=O)C3CC3)C2)cn1	31%[activator]
Cc1ccc(O)c(C)n1	14%
Nc1nccnc1C(=O)Nc1cccc(NC(=O)c2ccccc2)c1	9%
CCN(CC)[C@H]1[C@@H]2OC[C@@H](O2)[C@@H](NCC2CCCCC2)[C@@H]1O	7%[176 µM]
Cc1noc([C@@H]2CC(F)(F)CN2C(=O)CCc2c(C)noc2C)n1	52%[activator]
CCNC(=O)c1coc(COc2ccc3c(c2)C(c2cccc(C)c2)N(C(=O)C2CC2)CC3)n1 (stereo not drawn)	27%
COc1cccc([S+](=O)([O-])N2CC(Oc3ccc(F)c(F)c3)C2)c1	1%[6.33 µM]
COc1ccc(-c2nc(/C=C/C(=O)NC(C)C3CC4CCC3C4)cs2)cc1 (stereo not drawn)	-31%
Cc1ccc(CCC(=O)N2C[C@@H](CN3CCOCC3)[C@@H](CO)C2)cc1	-1%

Five entries drawn at random from those above, as already listed:
mol	ALOX12 inh
Cc1noc([C@@H]2CC(F)(F)CN2C(=O)CCc2c(C)noc2C)n1	52%[activator]
Cc1ccc(CCC(=O)N2C[C@@H](CN3CCOCC3)[C@@H](CO)C2)cc1	-1%
C=CCN(CC=C)Cc1ccc(OCc2ccccc2)c(OC)c1	-51%
Cc1ccc(O)c(C)n1	14%
O=C(NC1CC1)c1cc(C2CC2)nc2onc(C3CCNCC3)c12	5%[6.33 µM]

Continued.
mol	ALOX12 inh
CCNC(=O)NC[C@H]1Cn2c(-c3cccc(Cl)c3)cnc2CO1	79%[activator][176 µM]
O=[N+]([O-])c1ccc2nonc2c1Nc1ccccc1Cl	-26%
CC(C)c1nc2c(c(-c3ccc(Cl)cc3)n1)CCN(Cc1ccnn1C)CC2	5%[6.33 µM]
O=C(CC1CCN(C(=O)c2ccccc2F)C1)NC1CC1 (stereo not drawn)	33%[activator]
C[C@H](CCC(=O)NCC(=O)O)C1CC[C@H]2[C@H]3C(C[C@H](O)[C@]12C)[C@@]1(C)CC[C@@H](O)C[C@H]1C[C@H]3O (stereo partly drawn)	9%
COc1ccc(CCC(=O)NCC23CCC=C2NC(=O)CC3)cc1 (stereo not drawn)	37%[activator]
O=[N+]([O-])c1ccc(NS(=O)(=O)c2cccs2)cc1	7%
COc1ccc(-c2ccnc(N[C@H]3CO[C@H]4[C@@H]3OC[C@H]4OC(=O)Nc3cccc(OC)c3)n2)cc1	-6%
COC(=O)N(C)Cc1ccc(-c2ccccc2)cc1	1%[176 µM]
CN1CC(=O)N(C2CCCNC2)Cc2c1ncnc2N1CCN(Cc2ccccc2)CC1 (stereo not drawn)	?
CC(C)(C)n1nnnc1C1CC2(CCOCC2)C(=O)N1Cc1cccc(C(F)(F)F)c1 (stereo not drawn)	27%
CCOc1ccc(CC(=O)N2C[C@@H](COC)[C@H](C(N)=O)C2)cc1	30%[activator]

More compounds follow:
mol	ALOX12 inh
Cc1ccc(Sc2ncccc2Cl)cc1	-60%
O=C(Cc1ccccc1[N+](=O)[O-])Nc1ccc(S(=O)(=O)N2CCCC2)cc1	-15%
COC(=O)CNC(=O)C1CCc2nnc(CNC(=O)NC(C)C)n21 (stereo not drawn)	3%[6.33 µM]
O=C1CCCCN1CC(=O)N1CCCC(c2ccccc2)(c2ccccc2)C1	89%[activator]
Brc1ccc(-c2ccnc3nc(-c4cccs4)nn23)s1	4%
CCc1cccc(NC(=O)Cn2c(-c3cccc(Cl)c3)nc(C)c(CCO)c2=O)c1	?
Cn1cc([C@@H](NC(=O)c2n[nH]c3c2CCC3)C2CC(O)C2)cn1 (stereo partly drawn)	28%
COc1cccc(C(=O)N2CCOc3ccc(CN4CCCCC4)cc3C2)c1	15%
CN1CCN(c2ncc3nc(-c4ccccc4)c(=O)n(C4CC4)c3n2)CC1	?
Fc1ccc2cnc(N3CCC(N[C@H]4C[C@@H]5OCC[C@H]45)CC3)nc2c1	2%
CC(C(=O)Nc1cccc(C#N)c1)n1nnc(-c2ccccc2Cl)n1 (stereo not drawn)	?
O=C(/C=C/c1ccccc1O)c1ccccc1Cl	-43%

Next section
mol	ALOX12 inh
O=C(CS(=O)(=O)c1ccccc1)CS(=O)(=O)c1ccccc1	9%
CCn1cc(CN2C[C@@H](COc3ccccc3)[C@H](C(N)=O)C2)cn1	42%[activator]
CC(=O)Nc1ccc(NC(=O)C(C)Sc2nc(C(F)(F)F)nc3ccccc23)cc1 (stereo not drawn)	-27%
CCOC(=O)c1c(NC(=O)C(CC)Oc2ccccc2)sc2c1CCCC2 (stereo not drawn)	20%
CN(C)c1ccc(/C=N/NC(=O)c2cccs2)cc1Br	?
CCOC(=O)c1cccc(NC(=O)N2CC[C@@H](CC(=O)NCc3ccc(OC)cc3)[C@@H](CC)C2)c1	-1%
O=C1COc2ccc(NCc3cccs3)nc2CN1CCOc1ccccc1	2%[176 µM]
O=C(NCc1cccc(F)c1)c1cnc2n1CCN(CCc1ccccc1)CC2	-8%[176 µM]
CN1CCCCC12Cc1ccccc1CN([S+](=O)([O-])c1ccccc1)C2 (stereo not drawn)	4%[6.33 µM]
COc1ncccc1CNC(=O)Nc1nnc(C(C)C)s1	0%
CC(C)N1C[C@H](O)C[C@H]1c1nnc2n1CCN(C(=O)c1nn(C)c3ccccc13)C2	29%
CC(C)CCNc1nc(C(=O)OCC(=O)NC(=O)NC(C)C)cs1	-32%

The results go on.
mol	ALOX12 inh
Cc1ccc(NC(=O)CC(c2cccc(F)c2)n2cccc2)cc1N(C)C (stereo not drawn)	?
Fc1ccc(CN(Cc2cccs2)C2CC2)cc1	57%[activator]
CC1=C(/C=C/C(C)=C/C=C/C(C)=C\CO)C(C)(C)CCC1	17%
Fc1ccccc1-c1cnc2n[nH]c(-c3ccccc3)c2n1	1%[176 µM]
CCCCc1c(-c2ccccc2OC)ncn1Cc1ccc(F)c(F)c1	-6%
CC(NC(=O)Cc1csc2nc(-c3ccccc3)cn12)c1ccc(S(C)(=O)=O)cc1 (stereo not drawn)	?
CCN(C(=O)CC12CC3CC(CC(O)(C3)C1)C2)c1ccccc1	-12%
CC(C)C(=O)NC(NC(C)(C)C)C(Cl)(Cl)Cl (stereo not drawn)	0%
O=C1Nc2ccccc2CC12CCN([S+](=O)([O-])c1ccccc1)C2 (stereo not drawn)	26%
COC(=O)C1CN(Cc2cn(Cc3ccc(OC)cc3)nn2)CCS(=O)(=O)N1Cc1ccc(OC)cc1 (stereo not drawn)	10%
O=C1CCCc2occ(C(=O)N3CC(=O)N(Cc4ccccc4)CC(OCc4ccccn4)C3)c21 (stereo not drawn)	7%
CNC(=O)NC(=O)CN(C)Cc1ccsc1	-27%

More records
mol	ALOX12 inh
COC(=O)C1=CN(Cc2cccs2)C=C(C(=O)OC)C1c1ccc(C(F)(F)F)cc1	?
COCCn1c(C)cc(C(=O)N2CCC3(CC2)CC(O)CCO3)c1C (stereo not drawn)	56%[activator]
Cc1nn(C)c(I)c1I	1%
CCOc1ccc(CNC(=O)C2CCN(c3nc4c(C)cc(C)cc4s3)CC2)cc1	7%
Cc1ccccc1CC(=O)N(C)Cc1ccsc1	1%
Cc1ccc(C)c(Cn2c(-n3nc(C)cc3C)nc3c2c(=O)[nH]c(=O)n3C)c1	0%
CC(=O)NC1(C(=O)NCC(=O)NC(C)(C)C)CCCCC1	10%
CCN(CC)S(=O)(=O)c1cccc(NC(=O)c2nn(Cc3ccccc3)c(=O)c3ccccc23)c1	0%
COC[C@@H]1CN(S(=O)(=O)c2ccccc2)C[C@H]1c1nc(C)no1	31%[activator]
CCc1cc(CN2CC[C@@H](c3ccc4c(c3)OCO4)[C@H](O)C2)[nH]n1	37%[activator]
COc1ccc(F)cc1S(=O)(=O)NC1CCc2nnc(C3CC3)n2CC1 (stereo not drawn)	7%
N[C@]1(C(=O)O)CCc2cc(C(=O)O)ccc21	?

(further entries)
mol	ALOX12 inh
COc1ccc(-c2c(-c3ccc(OCCN4CCOCC4)cc3O)n[nH]c2C)cc1	?
Cc1ccc(NC(=O)C(C#N)=C2CCCCC2)cc1	7%
COc1ccc(C(=O)N2CCc3ccc(C(=O)NCc4ccccc4OC)cc32)cc1	3%
CN(C)Cc1c(C(=O)NCCOc2ccc(C(=O)NO)cc2)oc2ccccc12	?
CCC(=O)c1cc(Cl)ccc1OCC(=O)Nc1ccccc1N1CCCC1=O	?
Cc1ccc2nc(C3CCN(Cc4cccc(Cl)c4)CC3)[nH]c(=O)c2c1	13%
COC[C@@H]1CN(C(=O)Cn2nc(C)cc2C)C[C@H]1c1ccncc1	45%[activator]
CCS(=O)(=O)N1CCC(C(=O)Nc2ccc(Oc3ccccc3OC)cc2)CC1	21%
O=C(COc1ccc(Cl)cc1Cl)OCC(=O)c1ccc(-c2ccccc2)cc1	45%
COC(=O)CCNC(=O)N1CCc2[nH]cnc2C1c1cc(Cl)ccc1F (stereo not drawn)	23%
COc1ccc(NC(=O)c2cc(=O)c3ccc(C)c(C)c3o2)cc1	?
CCOc1ccc(-c2nc(-c3nnn4c3COC(c3ccc(OC)cc3)C4)no2)cc1 (stereo not drawn)	-5%

Additional structures.
mol	ALOX12 inh
CCCn1c(=O)c2[nH]c(C34CC5CC3C[C@@H](C5)C4)nc2n(CCC)c1=O	-12%[57.4 µM]
Cc1ccc(C(=O)N2CCc3nnc([C@@H]4C[C@@H](O)CN4C)n3CC2)cn1	-1%
O=C(Cc1cccc2ccccc12)NCc1ccccn1	33%[activator]
CCC(=O)Nc1ccc(-c2csc(Nc3ccc(OC)cc3)n2)cc1	?
O=C(Nc1ccccc1F)N1CC2CCC(C1)N2Cc1ccc(-c2cccs2)cc1	15%[6.33 µM]
COc1c(Cl)cc(C(=O)N2CCN(Cc3cc(=O)n4ccsc4n3)CC2)cc1Cl	1%
COc1cc(OC)c2c(C)c(CC(=O)NCCc3ccccc3F)c(=O)oc2c1	?
O=C(NCc1ccccc1)[C@@H]1COCC(=O)N1Cc1ccc(F)cc1	15%
